Assay outcomes (PubChem)
MMP13 inhibition = MMP13 inhibitors among fluorescent compounds, confirmation, biochemical, possible fluorescent artifacts, delta fluorescence (AID 734); MMP13 fTHP FRET cleavage, delta fluorescence 4 h; active compounds read high; inhibition, %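 (each compound tested at 4 µM nominal in triplicate)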; 5,100 tested, under 10 active;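 active means inhibition above the mean inhibition over all tested compounds plus 3 SD, cut at about 75% in these data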;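 further: 0% = DMSO only wells and 100% = 8 µM reference MMP13 inhibitor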
Starred values were filed as active, the others as inactive. A portion of the library. The share of hits here may be higher or lower than overall.

| SMILES | MMP13 inhibition |
| --- | --- |
| CCOC(=O)c1[nH]c2ccc(OC)cc2c1NC(=O)OC | 6 |
| Cc1cccn2c(=O)c3cc(C#N)c(=N)n(CCN4CCOCC4)c3nc12 | -12 |
| NC(=O)c1cc2ccc(O)cc2oc1=Nc1ccccc1 | -7 |
| O=c1c2ccccc2nc2ccc(NCc3ccco3)nn12 | 7 |
| CCOc1ccc2nc(-c3ccccc3)[nH]c2c1 | -34 |
| OCCCCNc1cccc2ccccc12 | -4 |
| Cc1ccc(C2NC(=O)NC3=C2CCc2ccccc23)cc1 (stereo not given) | 6 |
| c1ccc2c(c1)ncc1cccn12 | 8 |
| COc1ccc(C2C=C(c3ccccc3)Nc3nnnn32)cc1 (stereo not given) | 5 |
| CCOC(=O)c1c(C)n(C)c2ccc(OC)c(NC(=O)CN3CCSCC3)c12 | 4 |
| N#Cc1nc(-c2ccc(OCc3ccccc3)cc2)oc1NCCN1CCOCC1 | -2 |
| O=C1c2ccccc2NC(c2cccc(F)c2)N1Cc1ccco1 (stereo not given) | -5 |
| CN(C)CCCNC(=O)c1ccc2[nH]c3ccccc3c2c1 | 3 |
| CC(=O)n1cc(Nc2ccccc2C(=O)O)c2ccccc21 | -3 |
| CCn1cc(SCC(=O)NCc2ccc3c(c2)OCO3)c2ccccc21 | 4 |
| CCN(CC)c1ccc(-c2nn3c(-c4cccnc4)nnc3s2)cc1 | 1 |
| CCOC(=O)N1CCN(C(=O)Nc2ccc3nc(C)c(C)nc3c2)CC1 | 5 |
| O=c1nc2n(c3c1oc1ccccc13)Cc1ccccc1-2 | -15 |
| Cc1c(-c2ccccc2)c(P(=O)(N2CCOCC2)N2CCOCC2)c2ccccn12 | 16 |
| CCOc1cccc(-c2nn3c(-c4ccccn4)nnc3s2)c1 | 7 |
| CCOC(=O)c1cc2c(ccn2-c2ccc(F)cc2)n1CC(=O)N1CCN(C(=O)c2ccco2)CC1 | 4 |
| COC(=O)CSc1nc2c(c(-c3ccc(C)o3)c1C#N)CCCC2 | 7 |
| CC1(C(=O)N(CC(=O)NC2CCCC2)C2CCCC2)CC(=O)N=C2C=CC=CN21 (stereo not given) | -5 |
| CSc1nc2nc(C)cc(-c3ccccc3)n2n1 | 7 |
| CCN(C(=O)c1coc(=O)c(Br)c1)c1ccc2c(c1)OCO2 | 0 |
| COc1cc2cc(C(=O)Nc3ccccc3)c(N)nc2cc1OC | 5 |
| COC(=O)c1ccc(COc2ccc3c(C)c(C)c(=O)oc3c2)o1 | -6 |
| COc1ccc2[nH]c(C)c(C(=O)CN3CC(C)OC(C)C3)c2c1 (stereo not given) | 4 |
| CCOc1cc(-c2nnc(-c3ccco3)o2)cc(OCC)c1OCC | 9 |
| COCC(=O)n1nc(-c2ccccc2)nc1NCc1ccc(F)cc1 | -3 |
| COc1cc2cc(CN(Cc3cccnc3)C(=O)NCc3ccccc3)c(=O)[nH]c2cc1OC | 5 |
| CC(C)CN1CN(S(=O)(=O)c2cccs2)c2nc3ccccc3nc21 | 4 |
| CCCOc1cccc(C(=O)Nc2cccc(NC(=O)c3ccco3)c2)c1 | 4 |
| CC1Cn2c(nnc2-c2cccc(N)c2)S1 (stereo not given) | 0 |
| CCN1CCN(C(c2cc3cc4c(cc3[nH]c2=O)OCO4)c2nnnn2C(C)(C)CC)CC1 (stereo not given) | -10 |
| O=C(NCc1ccco1)c1cnc2ccccn2c1=O | 3 |
| COC(=O)CNS(=O)(=O)c1ccc(Cc2ccc(S(=O)(=O)NCC(=O)OC)cc2)cc1 | 5 |
| CCN(CC)C(=O)CSc1nnc(-c2ccc(S(=O)(=O)NCc3ccccc3Cl)cc2)o1 | 4 |
| CCN(CC)CCCNc1cc2n(c(=O)n1)CCc1cc(OC)c(OC)cc1-2 | 2 |
| O=C(NCCc1csc(-c2cccnc2)n1)c1cccs1 | 5 |
| Cc1ccc(C2C3=C(CCCC3=O)Nc3nc(SCC(=O)NCc4ccco4)[nH]c(=O)c32)cc1 (stereo not given) | -4 |
| CCc1cc(=O)oc2cc(OCc3nn[nH]n3)ccc12 | -10 |
| O=C(NCCCN1CCCCC1)c1ccc2c(=O)n(CCc3ccccc3)c(=O)[nH]c2c1 | 4 |
| O=C(CC(NS(=O)(=O)c1ccc(Cl)cc1)c1ccco1)NCc1ccco1 (stereo not given) | 6 |
| Fc1ccc2[nH]c3c(N4CCN(Cc5ccc6c(c5)OCO6)CC4)ncnc3c2c1 | -3 |
| COc1cc(OC)c(-c2nn3c(-c4ccco4)nnc3s2)cc1OC | 9 |
| CCOc1ccc(C2C=C(c3ccc(F)cc3)Nc3ncnn32)cc1 (stereo not given) | 2 |
| CS(=O)(=O)c1sc2nc(-c3cccs3)cc(-c3ccccc3)c2c1N | 9 |
| CCCCCCNC(=O)Cc1c(O)c2ccccc2[nH]c1=O | 5 |
| CS(=O)(=O)Nc1ccccc1C(=O)NCc1ccco1 | 14 |
| Cc1ccc(-c2cc(-c3ccccc3)c(C#N)c(N)n2)o1 | -1 |
| CCN(CC)c1nc2ccccc2nc1C(C#N)C(=O)NCCCOC (stereo not given) | 10 |
| CNc1nc2sc3c(c2c(=O)n1C)CC(C)(C)SC3 | 1 |
| CSc1nc(N(CCO)CCO)c2sc3nc(-c4ccco4)c4c(c3c2n1)CCC4 | 4 |
| CCN1CCCC1CNC(=O)c1ccc2c(=O)n(CCOC)c(=O)[nH]c2c1 (stereo not given) | 1 |
| Cc1cc(=O)oc2cc3c(cc12)OCCN3 | 2 |
| Cc1ccc(C2=CC(c3ccc(N(C)C)cc3)n3nnnc3N2)cc1 (stereo not given) | -1 |
| CCN1CCc2c(C#N)c(NCc3ccccc3)nc(NCCO)c2C1 | 1 |
| CC(C)Cn1nc(NC(=O)C2CCCO2)c2cc3ccccc3nc21 (stereo not given) | 1 |
| O=C(c1cc2c(=O)n3ccccc3nc2s1)N1CCOCC1 | 8 |

The results go on.
molecule	MMP13 inhibition
NC(N)=NC(=O)c1nc(Cl)c(N)nc1N	4
Cc1c(C#N)c2ncnc(-c3ccccc3)c2n1-c1ccccc1	-3
COC(=O)c1c(N)n(-c2ccc(NC(C)=O)cc2)c2nc3ccccc3nc12	-9
Cc1ccc2[nH]c3c(c2c1)CCC3=O	7
Cc1ccc(-c2cc(-c3nnc(SCC(=O)N(C)CCC#N)n3N)c3ccccc3n2)cc1	1
Cc1cccc(-n2c(N)c(C(=O)NCCN3CCOCC3)c3nc4ccccc4nc32)c1	-10
COCCOC(=O)C1=C(C)NC2=C(C(=O)CC(C)(C)C2)C1c1cccnc1 (stereo not given)	8
CCn1cc(C(=O)O)c(=O)c2cc(F)c(N3CCNCC3)cc21	-6
CCC(=O)N(Cc1cc2cc(OC)ccc2[nH]c1=O)c1cc(C)ccc1C	2
Cc1cc(C)c2c(n1)nn1c(NCCCN(C)C)cc(C)nc21	-35
CSc1ccccc1N=Cc1nc(-c2ccccc2)oc1O	7
COc1ccc(-c2nc3ccccc3s2)cc1O	6
CN1CCc2c(sc3nc(SCC(=O)N4CCOCC4)nc(N)c23)C1	-10
CCOc1cc(-c2cc(-c3ccc(N)cc3)nc(N)c2C#N)ccc1O	-2
CCCCc1nnc(NC(=O)C=C(C)C)s1	5
COC(=O)c1[nH]c2ccc(C)cc2c1NC(=O)CN1CCN(c2ccccc2)CC1	1
COCCn1c(SCc2csc(-c3ccccc3)n2)nc2ccccc21	3
O=C(c1ccc2c(c1)OCCO2)N1CCCCC1	2
Nc1nc(N2CCCCC2)nc(N(c2ccccc2)c2ccccc2)n1	4
Cc1c(N=Cc2ccco2)c(=O)n(-c2ccccc2)n1C	4
COC(=O)CCC(=O)c1oc2ccc(Br)cc2c1N	3
COc1ccccc1-c1nc(C#N)c(N2CCN(c3ccccc3)CC2)o1	5
Cc1ccsc1-c1nc(CSCC(=O)NCc2ccc3c(c2)OCO3)c(C)o1	4
CSc1ccc(-c2cc(=O)c3ccccc3o2)cc1	22
CC(NC(=O)c1ccc(Cl)cc1)C(=O)N1CCCCC1 (stereo not given)	6
O=C(CSc1nc2c(c(=O)[nH]1)CCC2)Nc1cccc(Cl)c1	4
CCCCOC(=O)CSc1nc2c(cc1C#N)C(=O)CC(C)(C)C2	8
c1ccc(-c2cnc(-c3cccnc3)o2)cc1	2
COCCNc1cc(C)c(C#N)c2nc3ccccc3n12	6
NC(=O)c1sc2nc(N3CCCCC3)c3c(c2c1N)CCCC3	-8
CCCOc1ccc2c3c(c(=O)oc2c1OCCC)CCC3	7
CC(C)c1nnc(NC(=O)c2ccc(N3C(=O)CCC3=O)cc2)s1	3
O=C(NC(Cc1ccccc1)C(=O)N1CCN(c2ccccn2)CC1)c1ccco1 (stereo not given)	2
COc1cc2c(cc1OC)C(C(=O)N1CCN(c3ccccn3)CC1)C(c1cccs1)N(C)C2=O (stereo not given)	1
CCn1cc(C(=O)NCCCN(C)C)c(=O)c2cc(F)c(N3CCN(C)CC3)cc21	-27
CC(C)c1ccc(S(=O)(=O)c2n[nH]n3c2nc(=O)c2ccccc23)cc1	10
CSc1nsc(SCC(=O)Nc2c(C)n(C)n(-c3ccccc3)c2=O)n1	3
CCCCN(Cc1cc2cc(OC)ccc2[nH]c1=O)C(=O)c1ccco1	4
CCn1c(Cn2nnc(-c3ccccc3)n2)nnc1SCC(=O)Nc1cccc(C)c1C	7
CCOC(=O)CNc1c(-c2ccc(Cl)cc2)nc2cnccn12	2

6 entries out of the list, sorted by length of the SMILES, ascending.
molecule	MMP13 inhibition
c1ccc(-c2cnc(-c3cccnc3)o2)cc1	2
COC(=O)CCC(=O)c1oc2ccc(Br)cc2c1N	3
O=C(CSc1nc2c(c(=O)[nH]1)CCC2)Nc1cccc(Cl)c1	4
CSc1nsc(SCC(=O)Nc2c(C)n(C)n(-c3ccccc3)c2=O)n1	3
O=C(NC(Cc1ccccc1)C(=O)N1CCN(c2ccccn2)CC1)c1ccco1 (stereo not given)	2
COc1cc2c(cc1OC)C(C(=O)N1CCN(c3ccccn3)CC1)C(c1cccs1)N(C)C2=O (stereo not given)	1

A second format for some results above:
> CC(C)c1nnc(NC(=O)c2ccc(N3C(=O)CCC3=O)cc2)s1
  MMP13 inhibition: 3
> O=C(NC(Cc1ccccc1)C(=O)N1CCN(c2ccccn2)CC1)c1ccco1 (stereo not given)
  MMP13 inhibition: 2
> COc1cc2c(cc1OC)C(C(=O)N1CCN(c3ccccn3)CC1)C(c1cccs1)N(C)C2=O (stereo not given)
  MMP13 inhibition: 1
> CCn1cc(C(=O)NCCCN(C)C)c(=O)c2cc(F)c(N3CCN(C)CC3)cc21
  MMP13 inhibition: -27

(continued)
molecule	MMP13 inhibition
CCOC(=O)CNC(=O)Nc1nnc(-c2ccc(OCC)cc2)o1	10
CCCCC(=O)Nc1cccc(-c2nc3ncccc3o2)c1	5
C=CCNC(=O)C1CCN(c2nc(C)cc(-c3ccccc3)n2)CC1	2
Cc1sc2nc3c4ccccc4c(NCc4ccco4)nn3c(=O)c2c1C	-10
Cn1c(-c2ccc3c(c2)OCO3)cnc1NCc1ccc(Cl)cc1	9
O=C(CSc1nc2ccccc2s1)Nc1ncccn1	3
CCC(=O)Nc1c(C#N)c2nc3ccccc3nc2n1-c1ccccc1C	3
CCC(=O)Nc1c(-c2ccc(OC)cc2)c(=O)c2ccccc2n1C	2
CCCOc1ccccc1C1C(C(=O)OC)=CN(C(C)C)C=C1C(=O)OC	-1
COC(=O)CNC(=O)C1CCN(c2nc(C)cc(C)n2)CC1	7
O=C(O)c1cc(NCc2ccc3c(c2)OCO3)ccc1N1CCOCC1	8
CN1CCc2c(sc3c2C(=O)NC(c2ccco2)N3)C1 (stereo not given)	0
CCOCc1cc(C)[nH]c(=O)c1C#N	10
COc1ccc(CCNc2oc(-c3ccccc3OC)nc2C#N)cc1	-19
COc1ccc2nnc(-c3ccccc3)n2n1	4
CC(C)Cn1cc(C(=O)NCC2CCCO2)c2c3ccccc3n(C)c2c1=O (stereo not given)	0
CCOC(=O)c1cc2cc(OC)ccc2[nH]1	2
COC(=O)CC(=O)CSc1nc2c(cc1C#N)CCC2	11
CCOCC(=O)Nc1cc(-c2cn3cccnc3n2)ccc1C	-14
CCc1c(C)c2cc(Cl)c(O)c(CN(CC)CC)c2oc1=O	-20
O=C(O)c1ccc(CSc2nnc(-c3ccncc3)n2CC2CCCO2)cc1 (stereo not given)	5
COC(=O)CCN1CCC(C(N)=O)CC1	4
COc1ccc2c(c1OC)C(=O)N1c3ccccc3SC21 (stereo not given)	5
O=C(CSc1n[nH]c(-c2ccc(S(=O)(=O)NC3CCCCC3)cc2)n1)N1CCCC1	10
COc1ccc(-c2nnc(-c3ccc(N(C)C)cc3)o2)cc1	-44
CCOC(=O)C1CCN(CC(=O)Nc2c(C(=O)OC)[nH]c3ccc(Cl)cc23)CC1	-7
Cc1cc(N)c(-n2cc3c(=O)n(C)c(=O)n(C)c3c2)cc1C	4
Brc1c(CSc2nncn2-c2ccccc2)nc2ncccn12	-1
CCOC(=O)CC1(CC(=O)OCC)NC(=O)c2c(C)sc(C(=O)OCC)c2N1	6
CN(C)c1nc(-c2ccccc2)c2cnn(Cc3ccccc3)c2n1	5
Cc1ccc(-n2c(=O)[nH]c3c(C(N)=O)nc(-c4ccc(C)o4)nc32)cc1	7
CN(C)C(=O)COc1ccc2cc(-c3ccccc3)c(=O)oc2c1	-59
CN1CCN(CCNC(=O)c2cc3c(=O)n(C)c4ccccc4c3n2C)CC1	3
COCCOC(=O)C1=C(C)NC2=C(C(=O)CCC2)C1c1ccc2c(c1)OCO2 (stereo not given)	2
COCCCNC(=O)c1cc2c(=O)n(C)c3ccccc3c2n1C	5
CC1(C)NC(=O)N(CC(O)COc2ccc(-c3ccc(C#N)cc3)cc2)C1=O (stereo not given)	4
Cc1ccc(S(=O)(=O)Cc2cn3cccnc3n2)cc1	-14
CCOCc1nnc(NC(=O)CCc2ccccc2)s1	6
COc1ccc(O)c(C(=O)CC(=O)c2ccc(F)cc2)c1	1
COc1ccc(-c2cc(C(F)(F)F)nc(SCC(=O)NCc3ccco3)n2)cc1OC	9
CCC(CC)C(=O)Nc1nnc(-c2cccs2)s1	2
N#Cc1nc(-c2ccco2)oc1N1CCOCC1	2
COc1ccc2nc(SCC(=O)O)nc(C)c2c1	-2
COC(=O)Cc1c(C)c2ccc(OCC(=O)NCc3ccc4c(c3)OCO4)cc2oc1=O	2
COc1ccc2nc(N3CCCCC3)c(C#N)cc2c1	-1
c1ccc(-n2nc3c(ccc4cnnc43)[nH]2)cc1	-1
